LAP4 TOR yeast = yeast TOR pathway LAP4-GFP modulation; S. cerevisiae LAP4-GFP multiplex, flow cytometry GFP, 3 h; median GFP as percent of DMSO wells; GFP response vs DMSO, % at 10 µM; hit rate 0.34% among 320,000;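 active = GFP response vs DMSO above a set limit, about the screen mean plus 3 SD, cut at about 150% in these data; inconclusive = under 70 cell events counted for the yeast strain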
Yeast superoxide = yeast age-related superoxide inhibition as caloric restriction mimetic; S. cerevisiae aged cells, superoxide DHE fluorescence; active compounds read low; superoxide response (% of plate mean), % at 10 µM; hit rate 0.18% among 330,000; AID 2690;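 active = superoxide response under a set limit, about three screen SD below normal, cut at about 65% in these data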;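 note: yeast aged for seven days with compound at 30 °C before DHE staining; 100% = average MFI of all compound-treated wells on the plate with controls excluded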
GRK2 inh = blocks RNA aptamer binding to human GRK2; P25098; bead flow cytometry, FAM-aptamer displacement from GRK2; inhibition of aptamer binding, % at 10 µM; hit rate 0.59% among 330,000;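 active = inhibition of aptamer binding above 40%, roughly 3 SD of noise, on plates passing a quality check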;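 note: median bead fluorescence of bound FAM aptamer so fluorescent compounds give negative values; no value below 0 was filed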
VLA-4 inh = inhibition in a human VLA-4 binding assay | VLA-4 expressing cells, ligand binding flow cytometry | inhibition, % (about 7 µM as worked out from the volumes in the protocol) | hit rate 0.2% among 330,000; in the data active = inhibition above about 50%
Target sequence (P13612 whole entry, looked up): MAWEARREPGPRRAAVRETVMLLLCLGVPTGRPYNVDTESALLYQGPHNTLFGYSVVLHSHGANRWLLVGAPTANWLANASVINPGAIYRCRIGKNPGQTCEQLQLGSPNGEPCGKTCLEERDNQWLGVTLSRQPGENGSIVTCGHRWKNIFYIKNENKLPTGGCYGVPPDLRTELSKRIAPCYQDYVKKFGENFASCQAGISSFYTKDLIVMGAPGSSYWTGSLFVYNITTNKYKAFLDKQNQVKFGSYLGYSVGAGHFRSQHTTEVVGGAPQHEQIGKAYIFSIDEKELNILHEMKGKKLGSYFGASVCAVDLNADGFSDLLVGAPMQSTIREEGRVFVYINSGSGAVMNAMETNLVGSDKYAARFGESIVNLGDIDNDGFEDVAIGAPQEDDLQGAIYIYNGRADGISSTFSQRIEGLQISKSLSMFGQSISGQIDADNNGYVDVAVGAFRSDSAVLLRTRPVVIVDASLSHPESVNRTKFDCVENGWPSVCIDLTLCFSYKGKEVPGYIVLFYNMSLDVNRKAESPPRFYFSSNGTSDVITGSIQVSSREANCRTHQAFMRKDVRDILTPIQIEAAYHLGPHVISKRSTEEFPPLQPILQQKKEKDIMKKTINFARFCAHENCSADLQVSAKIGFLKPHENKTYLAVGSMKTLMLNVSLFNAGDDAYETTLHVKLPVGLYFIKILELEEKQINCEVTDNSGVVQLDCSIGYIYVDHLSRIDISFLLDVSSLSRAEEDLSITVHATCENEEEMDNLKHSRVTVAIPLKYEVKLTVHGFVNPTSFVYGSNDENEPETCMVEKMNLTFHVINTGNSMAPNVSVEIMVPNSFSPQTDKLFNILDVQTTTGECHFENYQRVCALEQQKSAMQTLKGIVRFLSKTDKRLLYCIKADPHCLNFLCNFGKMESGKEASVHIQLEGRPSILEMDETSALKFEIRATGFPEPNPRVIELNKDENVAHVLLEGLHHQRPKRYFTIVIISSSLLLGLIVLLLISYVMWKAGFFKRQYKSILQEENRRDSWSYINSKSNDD
CIT2 TOR yeast = yeast TOR pathway CIT2-GFP modulation; S. cerevisiae CIT2-GFP strain, flow cytometry, 3 h; 100 means same as DMSO wells; GFP response vs DMSO, % at 10 µM; hit rate 0.065% among 320,000; AID 2029;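 active = GFP response relative to DMSO above a set limit, near the screen mean plus 3 SD, cut at about 150% in these data; inconclusive = Fewer than 70 cells measured for a yeast strain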;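 note: ratio of well median GFP fluorescence to mean of DMSO wells on the plate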
MEP2 TOR yeast = yeast TOR pathway MEP2-GFP modulation; S. cerevisiae MEP2-GFP strain, flow cytometry GFP, 3 h; 100% = DMSO control level; GFP response vs DMSO, % at 10 µM; hit rate 0.51% among 330,000; AID 2016;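 active = GFP response versus DMSO above a set limit, roughly screen mean plus 3 SD, cut at about 180% in these data; inconclusive = fewer than 70 cells counted for a yeast strain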;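 note: median GFP fluorescence of the barcode-gated MEP2-GFP cells per well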
AGP1-GFP MLPCN = yeast TOR pathway AGP1-GFP modulation | GFP response vs DMSO, % at 10 µM | AID 2066 | hit rate 0.02% among 320,000 | S. cerevisiae AGP1-GFP multiplex flow cytometry, 3 h; GFP as percent of DMSO wells;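 active = GFP response relative to DMSO above a set limit, near screen average plus 3 SD, cut at about 150% in these data; inconclusive = fewer than 70 cells counted for the yeast strain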;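 note: median GFP channel fluorescence of the gated AGP1 strain per well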
RPL19A TOR yeast = alters RPL19A-GFP fluorescence in TOR pathway yeast screen; S. cerevisiae RPL19A-GFP strain, flow cytometry, 3 h; active compounds read low; percent response vs DMSO, % at 10 µM; hit rate 0.3% among 330,000;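 active = percent response vs DMSO below 50%; inconclusive = fewer than 70 events counted for the yeast strain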;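 note: median channel GFP fluorescence of the barcoded RPL19A-GFP strain; ratio of sample median GFP to plate DMSO average so 100% = DMSO; lower means less RPL19A-GFP as with rapamycin TOR inhibition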
* hit, by the source's call; ? = inconclusive; · = not tested or not shown; [ ] = remark or other dose.

SMILES	LAP4 TOR yeast	Yeast superoxide	GRK2 inh	VLA-4 inh	CIT2 TOR yeast	MEP2 TOR yeast	AGP1-GFP MLPCN	RPL19A TOR yeast
Cc1nn(C(C)C(=O)O)c(=O)c2ccccc12 (stereo not drawn)	98	113	3	3	96	97	96	97
O=C(C1=C[C@@H](c2ccccc2)C[C@@H](OCc2ccc(CO)cc2)O1)N1CCN(Cc2ccc3c(c2)OCO3)CC1	106	97	0	-1	113	94	98	106
CCOC(=O)C1C(=O)CC(C)(O)C(C(=O)OCC)C1c1ccc(C)s1 (stereo not drawn)	90	94	0	3	94	104	104	89
Oc1c(C(c2ccc(Cl)cc2)N2CCCC2)cc(Cl)c2cccnc12 (stereo not drawn)	389*[may fluoresce violet]	102	0	-21	?	168[may fluoresce violet]	?	57[may fluoresce violet]
CC(=O)NC12CC3CC(C1)CC(C(=O)OCC(=O)Nc1c(F)cccc1F)(C3)C2	102	102	4	4	105	95	100	98
O=C(NCCc1ccccc1)c1cccc2c1C(=O)N(C1CCCCC1)C2	100	94	3	11	97	101	98	99
Cc1ccc(C(=O)NCc2nnc3c(C(F)(F)F)cc(Cl)cn23)o1	97	97	4	-77	98	98	103	99
NS(=O)(=O)c1ccc(CCNC(=O)COC(=O)COc2cccc(C(F)(F)F)c2)cc1	101	106	0	3	95	101	108	102
CC(=O)Oc1ccccc1C(=O)Nc1ccccc1C(=O)N1CCCC1	98	98	0	11	100	103	98	102
COc1ccccc1NC(=O)c1ccc(NC(=O)C2COc3ccccc3O2)cc1 (stereo not drawn)	129	99	0	-2	80	105	89	100
CCOC(=O)CSc1nc2c(sc3ccc([N+](=O)[O-])cc32)c(=O)n1Cc1ccco1	98	110	3	8	92	104	99	97
Cc1ccc(N(C(C)C(=O)O)S(=O)(=O)c2c(C)n[nH]c2C)cc1 (stereo not drawn)	95	99	1	5	89	90	98	97
Cc1ccc(/C=N/NC(=O)CN2CCN(Cc3ccccc3Cl)CC2)o1	106	81	1	-4	107	101	113	106
CS(=O)(=O)N(CC(=O)N1CCN(c2ccccc2F)CC1)C1CCCCC1	90	106	3	5	101	93	93	96
COc1c(/C=N/Nc2nc(N3CCCCC3)nc(N3CCCCC3)n2)cccc1[N+](=O)[O-]	113	104	3	21	89	107	104	99
Cc1ccc(SCCNC(=O)c2ccc([N+](=O)[O-])c(C)c2)cc1	108	98	1	10	90	108	89	101
N/C(=N\OC(=O)Oc1ccccc1)c1ccc(Cl)cc1	98	104	0	3	108	106	97	97
Cc1cc(O)c(C2=Nc3ccccc3SC(c3ccc(Cl)cc3)C2)c(=O)o1 (stereo not drawn)	93	89	2	-16	102	97	96	97
CCc1ccccc1NC(=O)Nc1c(C)n(C)n(-c2ccccc2)c1=O	96	106	4	0	101	99	106	101
O=C(NCc1ccccc1Cl)c1cc(C(=O)C2CC2)c[nH]1	107	99	2	-16	138	113	111	96
CN1C(=O)C(C)(C)c2cc(S(=O)(=O)N3CCN(c4cccc(Cl)c4)CC3)ccc21	104	99	5	16	108	97	105	102
COCCNS(=O)(=O)c1cccn1-c1ncc(C(F)(F)F)cc1Cl	102	98	0	-8	98	94	102	96
COc1ccc(NC(=S)N2CCC(N(C)CC3CCCO3)CC2)cc1Cl (stereo not drawn)	94	97	0	3	85	106	94	103
O=C(COC(=O)c1cc(Cl)ccc1O)c1ccc2c(c1)OCO2	110	98	1	-2	97	94	107	101
CC(OC(=O)CCCNC(=O)c1ccc(Cl)cc1)C(=O)N(C)Cc1ccccc1 (stereo not drawn)	88	85	0	-6	91	90	89	94
CCn1c(=O)cc(C(=O)OC)sc1=Nc1ccc(F)c(F)c1	100	108	0	4	105	98	104	100
CC(C)(C)n1cnc(C(N)=O)c1N	89	98	0	-6	101	109	98	105
Cn1nnc2cc(C(=O)NCc3ccc4c(c3)OCO4)ccc21	98	106	0	2	97	99	107	94
CSc1nnc(C(C)(C)C)c(=O)n1/N=C/c1ccc(Cl)cc1	103[may fluoresce violet]	87	1	-1	?	166[may fluoresce violet]	24[may fluoresce violet]	65[may fluoresce violet]
C=CCOc1ccccc1CNc1ccccc1C	73	94	1	9	97	83	77	113
O=C(CCc1ccccc1)NC1C2CC3CC(C2)CC1C3 (stereo not drawn)	98	97	0	19	100	103	99	102
CC(=O)Nc1ccc(C2=NN(C)C(=NCc3ccccc3)SC2)cc1	111	104	2	-7	115	109	120	110
CCC(C)C(NC(=O)C1CCC(C)CC1)C(=O)NCc1ccccn1 (stereo not drawn)	97	99	0	-2	101	103	102	98
COc1ccc(C2C(C(=O)c3cccs3)=C(O)C(=O)N2CCN2CCOCC2)c(OC)c1 (stereo not drawn)	98	121	1	27	109	108	103	101
CCN(CC)CCCN=C1N[C@@H](c2ccccc2)C(C(=O)OC)=C(C)N1CC	108	93	0	10	72	90	85	96
COC(=O)c1[nH]c2ccc(F)cc2c1NC(=O)Nc1ccc(OC)cc1	83	102	1	9	87	91	82	88
O=C(NCCc1ccccc1)C1CCN(C(=O)c2sccc2-n2cccc2)CC1	107	88	2	-19	138	103	116	109
CC1(c2cccc(Br)c2)NC(=O)N(CC(=O)Nc2ccc(S(N)(=O)=O)cc2)C1=O (stereo not drawn)	94	91	4	0	104	100	100	103
Cc1ccc(SCC(=O)Nc2ccc3c(c2)C(=O)NC3=O)cc1	100	117	1	0	99	101	102	100
Cc1cc(Br)ccc1NC(=O)c1sc2ncnc(N3CCN(c4ccccn4)CC3)c2c1C	101	95	6	-2	95	101	95	97
CCOc1ccc(NC(=O)Cn2cncc2-c2ccc([N+](=O)[O-])cc2)cc1	93	94	0	18	90	102	90	96
Cc1cc(C)n(-c2nc3c(c(=O)[nH]c(=O)n3C)n2C(C)C)n1	121	93	2	1	99	99	100	99
O=C(COC(=O)/C=C/c1ccccc1Cl)NC(=O)NCc1ccccc1	97	73	1	4	100	104	100	101
Cc1nc(SCc2ccccc2F)c2oc3ccccc3c2n1	101	112	0	20	97	94	104	97
Cc1cc(Cl)nc(Cl)c1C(=O)N1CCOCC1	89	111	5	8	93	91	91	97
COc1ccc([C@H]2C(C(=O)O)=C[C@@H](CC3CCCC3)N2S(=O)(=O)c2ccc(C)cc2)cc1OC	101	106	0	-2	88	101	100	103
Cc1cc(C)c2nc(N3C(=O)C(O)=C(C(=O)c4ccco4)C3c3cccc(O)c3)sc2c1 (stereo not drawn)	92	134	2	-10	84	91	95	90
Cc1ccc2cccc(Oc3cnccn3)c2n1	105	90	1	3	105	103	108	100
CC(OC(=O)Cc1n[nH]c(=O)c2ccccc12)C(=O)Nc1ccc(F)cc1Cl (stereo not drawn)	102	98	0	-1	99	99	101	97
O=C(CNCc1ccc(Cl)cc1)Nc1ccc2c(c1)OCCO2	102	105	0	4	104	102	106	103

Next part; the last 2 above are carried over.
SMILES	LAP4 TOR yeast	Yeast superoxide	GRK2 inh	VLA-4 inh	CIT2 TOR yeast	MEP2 TOR yeast	AGP1-GFP MLPCN	RPL19A TOR yeast
CC(OC(=O)Cc1n[nH]c(=O)c2ccccc12)C(=O)Nc1ccc(F)cc1Cl (stereo not drawn)	102	98	0	-1	99	99	101	97
O=C(CNCc1ccc(Cl)cc1)Nc1ccc2c(c1)OCCO2	102	105	0	4	104	102	106	103
CC1CCc2c(sc(/N=C/c3ccco3)c2C(N)=O)C1 (stereo not drawn)	118	89	1	-5	94	103	101	100
O=C(OCC#CCSc1nnc(-c2cccc3ccccc23)o1)c1cc2ccccc2o1	106	118	6	5	109	102	109	105
CCC(=O)N1CCN(c2cc3c(cc2F)c(=O)c(C(=O)O)cn3CC)CC1	92	89	0	19	87	130	83	66
CC(=O)Nc1cccc(C(=O)NNC(=O)c2ccccc2-n2cccc2)c1	100	101	1	8	95	94	100	97
Cc1ccc(NC(=O)Cc2nc(COC(=O)C(C)NS(=O)(=O)c3ccc(C)cc3)cs2)cc1 (stereo not drawn)	97	90	3	-20	97	99	103	96
CCN(CC)C(=O)CSc1nc2c(c(-c3cccnc3)c1C#N)CCCC2	107	114	3	14	93	99	98	105
COC(=O)N/N=C/c1ccc(/C=N/NC(=O)OC)cc1	98	91	87*	-1	102	105	99	99
CCOC(=O)C1C(=O)NC(N2CCN(Cc3ccccc3)CC2)=NC1c1ccco1 (stereo not drawn)	99	101	1	5	106	106	104	100
COC(=O)c1c(C)[nH]c(C(=O)COC(=O)CCNS(=O)(=O)c2cccc(C(F)(F)F)c2)c1C	98	113	3	-9	103	98	98	97
COc1ccc(C2c3cc(OC)c(OC)cc3CCN2C(=O)c2ccccc2Br)cc1OC (stereo not drawn)	93	107	1	5	104	106	100	105
COc1ccc2ccccc2c1C(=O)/C=C\c1ccoc1	124	87	2	-14	73	94	93	93
CCOc1ccccc1N1CC(C(=O)Nc2ccc3c(c2)OCCO3)CC1=O (stereo not drawn)	98	99	0	6	108	98	98	105
COC(=O)CSc1nc2sc3c(c2c(=O)n1C1CCCCC1)CCN(C)C3	105	108	4	-1	96	111	92	97
COc1cc(O)c(C(CC(=O)N2CCCC2)c2ccc(N(C)C)cc2)c(OC)c1 (stereo not drawn)	98	100	1	-3	101	104	108	101
Cc1cc(NC(=O)CSc2n[nH]c(-c3ccccc3Br)n2)no1	89	114	0	2	101	93	97	99
Cc1ccccc1C(=O)N[C@H](C(=O)OCC(=O)NC1CC1)C(C)C	95	129	0	3	93	96	94	99
CCCCC1=CC2=CC(=O)C(C)(OC(=O)CC)C(=O)C2=CN1CCc1ccc(Br)cc1 (stereo not drawn)	110	103	4	17	63	86	69	89
COc1ccccc1/C=N/NC(=O)c1ccc(N(C)S(=O)(=O)c2ccccc2)cc1	98	139	8	16	100	102	100	105
CC(=O)Nc1ccc(N(C)S(C)(=O)=O)cc1	91	90	0	4	100	100	104	99
NS(=O)(=O)c1ccc(CCNC(=O)c2ccc([N+](=O)[O-])cc2[N+](=O)[O-])cc1	101	126	0	3	106	103	108	99
CCCNC(=O)c1ccc2nc(-c3ccccc3)c(-c3ccccc3)nc2c1	101	107	1	8	97	106	100	105
CCC(=O)N1CCN(c2ccc(NC(=S)NC(=O)c3cc4ccccc4o3)cc2)CC1	74	115	7	0	97	100	95	114
COc1ccnc2c1c(=O)n(Cc1ccc(Cl)cc1Cl)c(=O)n2C	108	94	0	3	113	102	108	105
Cc1ccc(NC(=S)N(Cc2ccc(Cl)cc2)Cc2ccc(C(=O)O)cc2)cc1Cl	88	114	0	1	85	95	90	102
CC1=NN2C(=N)/C(=C\c3cc(C)n(-c4ccccc4)c3C)C(=O)N=C2S1	100	97	1	12	100	99	103	99
CN1CCN(C(=O)c2cnn(-c3ccccc3)c2NC(=O)c2cccs2)CC1	104	103	27	-4	103	101	103	98
Cc1sc2nc(CSCC(=O)N(CCC#N)c3ccccc3)[nH]c(=O)c2c1C	104	101	0	-39	92	98	101	96
CCN(CC)CCCNC(=S)N(CCCO)Cc1cc2cc3c(cc2[nH]c1=O)OCO3	95	105	·	9	105	102	97	103
Cc1ccc(C2(C)NC(=O)N(CC(=O)NCc3cccs3)C2=O)cc1 (stereo not drawn)	96	92	0	-4	107	115	115	113
CCOC(=O)C1(CCCc2ccccc2)CCN(C(=O)c2cncs2)CC1	105	106	0	6	90	93	103	97
CCOc1ccc(CCNC(=O)Cn2ccc3cc(S(=O)(=O)N4CCCC4)ccc32)cc1	92	109	4	8	109	95	106	102
O=C(N/N=C/c1cccc(Oc2ccccc2)c1)c1ccccc1Br	121	87	2	12	87	104	89	94
